Screening data (PubChem BioAssay)
PAFAH2 inh: inhibitors of human PAFAH2 | Q99487 | recombinant PAFAH2, FP-rhodamine activity probe, fluorescence polarization | inhibition, % at 3.39 µM | 340,000 compounds, 0.99% hits;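 active = inhibition above the mean over all tested compounds plus 3 SD, cut at about 30% in these data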;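 note: inhibitors block probe labeling of enzyme so polarization drops; 0% = enzyme with DMSO and 100% = wells lacking PAFAH2 protein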
GSTO1 counter: GSTO1 inhibition, counter-screen for RBBP9 inhibitors; P78417; recombinant GSTO1, activity-based probe fluorescence polarization; inhibition, % at 5.96 µM; 300,000 compounds, 1.1% hits; AID 1974;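 active = inhibition above the campaign mean inhibition plus 3 SD, cut at about 35% in these data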;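 note: 0% = GSTO1-1 with DMSO and 100% = wells lacking GSTO1-1 enzyme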
PAFAH1B2 inh: inhibitors of human PAFAH1B2; P68402; recombinant PAFAH1B2, FP-rhodamine activity probe, fluorescence polarization; inhibition, % at 3.39 µM; 340,000 compounds, 1.2% hits; AID 492953;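 active = inhibition above the mean of all tested compounds plus 3 SD, cut at about 24% in these data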;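 note: 0% = enzyme with DMSO and 100% = wells lacking PAFAH1B2; many of its hits are not listed in these tables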
LYPLA2 inh: blocks human lysophospholipase 2, a PME1 counter-screen; O95372; recombinant LYPLA2, FP-Rh probe fluorescence polarization; inhibition, % at 5.9 µM; 320,000 compounds, 0.38% hits; AID 2177;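 active = inhibition above the screen-wide mean plus 3 SD, limit set per campaign, cut at about 26% in these data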;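 note: 0% = LYPLA2 with DMSO and 100% = wells lacking LYPLA2 enzyme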
Target sequence (O95372 whole entry, looked up): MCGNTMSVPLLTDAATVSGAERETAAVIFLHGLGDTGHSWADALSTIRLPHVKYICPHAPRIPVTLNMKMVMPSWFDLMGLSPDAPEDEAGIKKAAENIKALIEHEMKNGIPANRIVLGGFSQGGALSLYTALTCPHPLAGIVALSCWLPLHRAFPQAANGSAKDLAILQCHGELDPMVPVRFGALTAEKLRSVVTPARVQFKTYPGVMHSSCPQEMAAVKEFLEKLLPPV
pPAFAH inh: inhibitors of human plasma PAF acetylhydrolase (pPAFAH) | Q13093 | recombinant pPAFAH, FP-rhodamine probe fluorescence polarization | inhibition, % at 3.39 µM | 330,000 compounds, 1.5% hits;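 active = inhibition above the mean inhibition across the screen plus 3 SD, cut at about 25% in these data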;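 note: inhibitors block binding of the rhodamine activity-based probe so polarization drops; 0% = enzyme with DMSO and 100% = wells lacking pPAFAH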
LYPLA1 inh: blocks human lysophospholipase 1, a PME1 counter-screen; O75608; 320,000 compounds, 0.16% hits; inhibition, % at 5.9 µM; recombinant LYPLA1, FP-Rh probe fluorescence polarization;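 active = inhibition above the mean of all tested compounds plus 3 SD, set per campaign, cut at about 14% in these data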;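 note: inhibitors block serine hydrolase probe labeling of LYPLA1 so polarization falls; 0% = enzyme with DMSO and 100% = wells lacking LYPLA1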
PAD4 inh: PAD4 (human) enzyme inhibition. AID 485272. Q9UM07. 330,000 compounds, 0.41% hits. inhibition, % at 6.36 µM. recombinant PAD4, RCA probe fluorescence polarization;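 active = percent inhibition above a cutoff equal to the mean of all tested compounds plus 3 SD, cut at about 15% in these data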;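 note: 0% = PAD4 with RCA probe and DMSO and 100% = probe without PAD4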
PME-1 primary: blocks human protein phosphatase methylesterase 1 | Q9Y570 | AID 2130 | inhibition, % at 5.9 µM | 320,000 compounds, 0.53% hits | recombinant PME-1, FP-Rh probe fluorescence polarization;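 active = inhibition above the campaign mean of all compounds plus 3 SD, cut at about 26% in these data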;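 note: competitive labeling of PME-1 active site by serine hydrolase directed probe; 0% = PME-1 with DMSO and 100% = wells lacking PME-1 enzyme; inhibitors block probe labeling so polarization falls and inhibition rises; many of its hits are not listed in these tables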
Target sequence (Q9Y570 whole entry, looked up): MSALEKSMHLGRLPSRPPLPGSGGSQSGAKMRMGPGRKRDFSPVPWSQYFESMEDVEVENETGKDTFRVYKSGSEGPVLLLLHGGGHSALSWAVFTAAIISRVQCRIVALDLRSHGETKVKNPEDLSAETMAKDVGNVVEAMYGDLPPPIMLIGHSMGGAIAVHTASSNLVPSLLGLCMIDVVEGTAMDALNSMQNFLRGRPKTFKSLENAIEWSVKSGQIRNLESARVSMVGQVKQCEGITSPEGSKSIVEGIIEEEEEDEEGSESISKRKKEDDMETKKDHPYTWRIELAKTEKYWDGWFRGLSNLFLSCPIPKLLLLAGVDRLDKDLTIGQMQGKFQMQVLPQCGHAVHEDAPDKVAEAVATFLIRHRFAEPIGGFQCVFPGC
PAFAH1B3 inh: blocks human PAF acetylhydrolase 1B catalytic subunit 3. recombinant PAFAH1B3, FP-rhodamine probe, fluorescence polarization. inhibition, % at 3.39 µM. AID 492972. Q15102. 340,000 compounds, 0.28% hits;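 active = inhibition above the screen-wide average of all tested compounds plus 3 SD, cut at about 25% in these data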;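 note: 0% = enzyme with DMSO only and 100% = wells lacking PAFAH1B3 protein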
* marks the source's active call; other numbers are inactive results; x = no result given. Not all compounds are listed. The share of hits here may be higher or lower than overall.

SMILES	PAFAH2 inh	GSTO1 counter	PAFAH1B2 inh	LYPLA2 inh	pPAFAH inh	LYPLA1 inh	PAD4 inh	PME-1 primary	PAFAH1B3 inh
Cn1ccnc1C(O)c1cccc(OCc2ccccc2)c1 (configuration not stated)	-2	8	3	0	3	-4	-4	-1	4
CC1=CC(C)C(CN(CCC[N+](C)(C)C)C(=O)Nc2ccccc2)C(C)C1 (configuration not stated)	12	4	7	-1	5	1	4	-4	9
COc1cc(NC(=O)CN2CCN(S(=O)(=O)c3ccc(C(C)C)cc3)CC2)cc(OC)c1	-1	3	-1	1	4	-2	0	20	-1
CCOc1cc2c3c(c1)C1(C(=O)N3C(C)(C)CC2C)C(C#N)=C(N)N2C(=C1C#N)Nc1ccccc12 (configuration not stated)	2	1	3	-6	2	-4	-5	-2	7
Cc1nn(-c2ccccc2)c(N2CCCC2)c1/C=N/NC(=S)Nc1ccccc1F	-2	-1	6	2	5	-2	3	-2	7
CCOc1ccccc1NC(=O)c1cccc2ccccc12	0	4	0	-4	7	0	-1	1	1
Cc1ccc(/C=N/NC(=O)C2=NNC(c3ccccc3)(c3ccccc3)C2)c(O)c1	9	8	3	3	13	-3	3	-9	14
Cc1nc2ccccc2n1S(=O)(=O)c1ccc(Br)cc1	-4	3	4	9	11	1	2	0	16
Cc1cccc(C)c1OCC(=O)Nc1nnc(C2CCCO2)s1 (configuration not stated)	6	-1	-3	-7	-3	-1	-2	-4	-4
CCc1ccc(C(=O)NC(CCSC)C(=O)OC)cc1 (configuration not stated)	-2	9	5	9	-5	-1	-6	-13	-3
CC(O)CNc1nc2ccccc2n1CC(=O)NCCc1ccc(Cl)cc1 (configuration not stated)	0	-3	28*	0	4	-1	-3	7	1
O=C(CCC(=O)c1cccs1)OCC(=O)c1ccc(F)cc1	4	x	1	x	13	x	1	x	5
C=CCc1cccc2cc(C(=O)Nc3ccc(F)cc3)c(=O)oc12	9	5	2	3	-1	-3	1	-3	5
O=C(Nc1cc(Cl)ccc1-n1cncn1)c1cncc(Br)c1	0	-6	9	4	-2	0	-7	2	-4
CCOC(=O)c1cccc(NC(=O)c2c(N)n(C)c(=O)[nH]c2=O)c1	x	4	x	0	7	5	-2	-2	x
Cc1ccc(Nc2nnc(C)c(=O)[nH]2)cc1	-5	4	0	-2	0	-2	-1	-2	0
COC(=O)c1sc(NC(=O)c2ccco2)nc1C	-3	6	2	2	-1	2	-3	-2	9
COc1ccc(Br)cc1-c1noc(-c2ccncc2)n1	-4	-2	3	2	3	3	-5	-5	-1
COc1ccccc1-c1noc(CCC(=O)N2CCN(c3cc(C)ccc3C)CC2)n1	-3	x	2	x	-4	x	-5	x	8
COc1cc(C(c2nnnn2C(C)(C)C)N2CCN(c3nc4ccccc4s3)CC2)ccc1O (configuration not stated)	10	-4	0	1	1	2	5	-3	5

A draw from above in order of SMILES length, smallest number first:
SMILES	PAFAH2 inh	GSTO1 counter	PAFAH1B2 inh	LYPLA2 inh	pPAFAH inh	LYPLA1 inh	PAD4 inh	PME-1 primary	PAFAH1B3 inh
CCOC(=O)c1cccc(NC(=O)c2c(N)n(C)c(=O)[nH]c2=O)c1	x	4	x	0	7	5	-2	-2	x
Cc1nn(-c2ccccc2)c(N2CCCC2)c1/C=N/NC(=S)Nc1ccccc1F	-2	-1	6	2	5	-2	3	-2	7
Cc1ccc(/C=N/NC(=O)C2=NNC(c3ccccc3)(c3ccccc3)C2)c(O)c1	9	8	3	3	13	-3	3	-9	14

Whole records from above:
Record of CCc1ccc(C(=O)NC(CCSC)C(=O)OC)cc1 (configuration not stated) : PAFAH2 inh = -2; GSTO1 counter = 9; PAFAH1B2 inh = 5; LYPLA2 inh = 9; pPAFAH inh = -5; LYPLA1 inh = -1; PAD4 inh = -6; PME-1 primary = -13; PAFAH1B3 inh = -3
Record of CC(O)CNc1nc2ccccc2n1CC(=O)NCCc1ccc(Cl)cc1 (configuration not stated) : PAFAH2 inh = 0; GSTO1 counter = -3; PAFAH1B2 inh = 28*; LYPLA2 inh = 0; pPAFAH inh = 4; LYPLA1 inh = -1; PAD4 inh = -3; PME-1 primary = 7; PAFAH1B3 inh = 1

Molecules listed so far containing a Cl atom (two):
SMILES	PAFAH2 inh	GSTO1 counter	PAFAH1B2 inh	LYPLA2 inh	pPAFAH inh	LYPLA1 inh	PAD4 inh	PME-1 primary	PAFAH1B3 inh
CC(O)CNc1nc2ccccc2n1CC(=O)NCCc1ccc(Cl)cc1 (configuration not stated)	0	-3	28*	0	4	-1	-3	7	1
O=C(Nc1cc(Cl)ccc1-n1cncn1)c1cncc(Br)c1	0	-6	9	4	-2	0	-7	2	-4

(next part)
SMILES	PAFAH2 inh	GSTO1 counter	PAFAH1B2 inh	LYPLA2 inh	pPAFAH inh	LYPLA1 inh	PAD4 inh	PME-1 primary	PAFAH1B3 inh
Cc1ccc(-c2noc(CSc3nnc(CCc4ccccc4)n3-c3ccccc3)n2)cc1	-8	2	6	-1	8	-3	-1	4	0
O=C(COC(=O)c1ccccc1OCc1ccc(F)cc1)NCC1CCCO1 (configuration not stated)	6	x	3	0	-5	-1	-3	-1	5
CC(Sc1nnnn1C)C(=O)Nc1ccc(N2CCOCC2)cc1 (configuration not stated)	-5	2	2	-6	1	-3	4	-5	11
COc1ccc(OCC(O)CN(C2CCCCC2)C2CCCCC2)cc1 (configuration not stated)	15	0	1	1	0	-1	-3	-4	2
COc1ccc(OC)c(NC(=O)CC2C(=O)NCCN2C(=O)c2ccccc2)c1 (configuration not stated)	13	-1	7	2	-1	-2	5	4	4
CCOc1ccccc1CN1CCN(C2CCSCC2)CC1CCO (configuration not stated)	4	-7	1	-2	-7	0	-9	0	-3

Part of the list above, showing only pPAFAH inh and LYPLA1 inh:
structure	pPAFAH inh	LYPLA1 inh
COc1ccc(OC)c(NC(=O)CC2C(=O)NCCN2C(=O)c2ccccc2)c1 (configuration not stated)	-1	-2
CCOc1ccccc1CN1CCN(C2CCSCC2)CC1CCO (configuration not stated)	-7	0
